# Assay outcomes: PubChem BioAssay, National Center for Advancing Translational Sciences (NCATS)
# Apoferritin bind – binds horse apoferritin like a general anesthetic. Potency, µM (titrated, usually from 77.5 µM), for the others: at the top dose activity change, negative = displacement, hits mostly inhibitors. 0.074% of 350,000 active. apoferritin/1-aminoanthracene competitive binding, fluorescence. P02791; further: potency means the concentration at half of the fitted maximal effect; on the % scale 0 is the no-effect control and ±100 the full control effect; nearly all actives have a fitted effect of over 20% in size
# Target sequence (P02791 2-175 limits assumed): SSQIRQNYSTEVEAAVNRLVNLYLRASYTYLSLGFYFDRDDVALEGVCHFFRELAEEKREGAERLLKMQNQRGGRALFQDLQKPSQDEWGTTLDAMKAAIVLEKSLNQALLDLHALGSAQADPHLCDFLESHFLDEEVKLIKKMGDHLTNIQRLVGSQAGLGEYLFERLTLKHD
#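 Horse-spleen apoferritin (10 uM) in 50% saturated 1-aminoanthracene in PBS was incubated 10 min at room temperature with compound. Fluorescence (ex 380, em 535 nm) was normalized to free and bound 1-AMA, with concentration-response fitted by a four-parameter Hill equation.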
# POLH inh – inhibitors of human DNA polymerase eta | recombinant Pol eta, fluorescent DNA replication assay | Potency, µM (doses to about 114 µM), for the others: top-dose activity change, negative = inhibition, hits mostly inhibitors | 1.2% of 390,000 active | AID 588591; further: potency means the concentration at half of the fitted maximal effect; on the % scale 0 is the no-effect control and ±100 the full control effect
#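 Fluorescent replication assay: 50 nM final substrate added after a 15 min room-temperature compound preincubation with 10 nM enzyme. Signal taken at 0 min and again at 10 min.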
# POLK inh – inhibitors of human DNA polymerase kappa; purified Pol kappa, fluorescent DNA synthesis assay, 10 min; Potency, µM (highest dose often 107 µM), without a hit: at the highest dose activity, negative = inhibition, actives largely listed as inhibitors; 0.53% of 400,000 active; AID 588579; further: potency means the concentration at half of the fitted maximal effect; on the % scale 0 is the no-effect control and ±100 the full control effect
#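 First, compounds were pin-transferred onto 10 nM Pol kappa. After 15 min at room temperature, substrate was added to 50 nM final. Fluorescence was then measured kinetically at 0 and 10 min.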
# RXFP1 antagonist – antagonists of human relaxin receptor RXFP1; Q9HBX9; HEK293-RXFP1, relaxin-stimulated cAMP HTRF, 30 min; hits give low values; activity change, negative = inhibition, % at 57.5 µM; 0.59% of 350,000 active; AID 1259400;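 active means activity change of -60% or lower, but not beyond a set lower limit; inconclusive means change between -60% and -40%, or beyond the set limit; inactive means change above -40%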; further: on the % scale 0 is the no-effect control and ±100 the full control effect
# Target sequence (Q9HBX9 whole entry, looked up): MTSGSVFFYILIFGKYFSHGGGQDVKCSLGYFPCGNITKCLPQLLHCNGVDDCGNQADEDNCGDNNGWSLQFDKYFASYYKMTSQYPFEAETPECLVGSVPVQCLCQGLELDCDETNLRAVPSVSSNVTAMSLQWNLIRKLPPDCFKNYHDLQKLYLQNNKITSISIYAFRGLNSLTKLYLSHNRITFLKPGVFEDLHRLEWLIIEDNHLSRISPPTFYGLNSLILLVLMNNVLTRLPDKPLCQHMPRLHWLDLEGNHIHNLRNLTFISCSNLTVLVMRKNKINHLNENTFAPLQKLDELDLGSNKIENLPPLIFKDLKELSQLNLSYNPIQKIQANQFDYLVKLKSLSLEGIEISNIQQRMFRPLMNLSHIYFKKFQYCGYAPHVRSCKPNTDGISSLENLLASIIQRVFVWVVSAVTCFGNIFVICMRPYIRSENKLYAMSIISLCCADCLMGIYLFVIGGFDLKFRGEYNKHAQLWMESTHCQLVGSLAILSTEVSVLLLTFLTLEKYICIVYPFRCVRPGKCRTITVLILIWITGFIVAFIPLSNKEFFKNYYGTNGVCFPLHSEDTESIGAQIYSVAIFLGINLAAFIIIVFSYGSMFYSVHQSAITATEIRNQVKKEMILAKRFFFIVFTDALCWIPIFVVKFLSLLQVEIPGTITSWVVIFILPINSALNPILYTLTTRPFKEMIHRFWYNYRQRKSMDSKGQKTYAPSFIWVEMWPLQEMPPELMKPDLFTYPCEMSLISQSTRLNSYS
# Pol beta inh – blocks human DNA polymerase beta activity; AID 485314; Potency, µM (series often up to 114 µM), without a hit: at the highest dose activity change, negative = inhibition, hits mostly inhibitors; Pol beta primer extension/strand displacement, fluorescence kinetic; P06746; 1.3% of 340,000 active; further: potency means the concentration at half of the fitted maximal effect; on the % scale 0 is the no-effect control and ±100 the full control effect
#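 Homogeneous kinetic assay of primer extension and strand displacement by 10 nM Pol beta, preincubated 15 min at room temperature with compound before 50 nM substrate (final) was added. Read at 0 and 10 min; four-parameter Hill fit.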
# APE1 inh – APE1 (human) endonuclease inhibition | Potency, µM (titrated, usually from 65.8 µM), for the others: top-dose activity change, negative = inhibition, most hits filed as inhibitors | recombinant APE1, TAMRA/BHQ-2 abasic DNA cleavage fluorescence | 0.35% of 350,000 active;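 further: potency means the concentration at half of the fitted maximal effect; plate controls were vehicle for no effect and reference inhibitor for full effect; nearly all actives have a fitted effect of over 55% in size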
#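 Kinetic fluorescence read (525 ex/598 em nm, three reads 60 s apart) of AP-site incision; signal = third minus first read. Enzyme 0.75 nM, dual-labelled THF duplex 50 nM, compound preincubation 15 min RT.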
# BLM helicase inh – Bloom syndrome helicase (human) inhibition; recombinant BLM DNA unwinding, fluorescence dequenching; AID 2528; 0.2% of 350,000 active; Potency, µM (top dose mostly 56.1 µM), for inactives: at the top dose activity change, negative = inhibition, hits mostly inhibitors;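 further: potency means the concentration at half of the fitted maximal effect; plate controls were vehicle for no effect and no enzyme for full effect; nearly all actives have a fitted effect of over 35% in size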
# PGK inhibitor – inhibitors of T. brucei phosphoglycerate kinase; P07378; PGK/GAPDH coupled, Kinase-Glo luminescence, 60 min; Potency, µM (highest dose often 57.5 µM), without a hit: top-dose activity change, negative = inhibition, actives largely listed as inhibitors; 0.043% of 380,000 active; further: potency means the concentration at half of the fitted maximal effect; on the % scale 0 is the no-effect control and ±100 the full control effect; nearly all actives have a fitted effect of over 60% in size
#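 Recombinant glycosomal PGK reaction used 1,3-bisphosphoglycerate generated in-well by GAPDH (100nM final) in 100mM TEA pH 7.6, 5mM MgCl2, 0.01% Tween-20. After 60 minutes at room temperature, ATP was read by Kinase-Glo Plus luminescence end-point.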
# Pol iota inh – DNA polymerase iota (human) inhibition. Q9UNA4. Potency, µM (doses to about 115 µM), for the others: at the highest dose activity, negative = inhibition, hits mostly inhibitors. 1% of 390,000 active. Pol iota fluorescent replication assay, 10 min; further: potency means the concentration at half of the fitted maximal effect
#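 Fluorescent replication assay read twice, at 0 min and 10 min after adding 50 nM (final) substrate. Enzyme (10 nM) and compounds were first incubated 15 min at room temperature; enzyme-free buffer wells were negative controls.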
# * marks the source's active call; other numbers are inactive results; i = inactive; ? = inconclusive; nt = no result given; & = joins results of further samples; [ ] = dose if it differs, or a comment. Unless noted, the call rests on the fitted dose curve; in most records, active means well fitted curve in the direction sought with a large enough effect; inconclusive means small, poorly fitted or top-dose-only effect, or another doubt; inactive means no such curve, though single readings can be large; an effect the other way counts as inactive or inconclusive. These rows are one share of the data, so the mix of outcomes need not match the whole.
nr | SMILES | Apoferritin bind | POLH inh | POLK inh | RXFP1 antagonist | Pol beta inh | APE1 inh | BLM helicase inh | PGK inhibitor | Pol iota inh
1 | C1CCCN(C2CCNCC2)CC1 | -11.1% | -20.0% | -2.1% | -0.9 | -7.3% | 43.4% | -5.9% | i | 0.6%
2 | COc1cccc(C(=O)N2CCC3(CC2)OCCO3)c1 | -2.6% | -15.4% | -5.7% | -1.6 | 17.6% | ? | -0.1% | i | 18.8%
3 | CN(C(=O)c1cccc(NC(=O)Cc2cccc([N+](=O)[O-])c2)c1)C1CCCCC1 | nt | -0.5% | -4.4% | nt | nt | 5.0% | nt | i | ?
4 | COc1cccc(C(=O)C2CCCN(Cc3cccc(C)n3)C2)c1 (centres undefined) | -5.2% | -2.5% | -6.3% | 0.3 | 6.6% | 3.9% | -2.5% | -0.2% | 1.0%
5 | COC(=O)c1ccc(C(=O)OC)c(NC(=O)Oc2ccccc2)c1 | 392.3%[activator] | -21.0% | -1.8% | 5.2 | 1.1% | 3.2% | 1.2% | -5.4% | 7.8%
6 | Nc1c([N+](=O)[O-])cc(F)c(N2CCNCC2)c1Br | 3.2% | -12.8% | 5.8% | -12.2 | -23.5% | 4.1% | 10.9% | i | -8.7%
7 | COC(=O)[C@H]1C[C@@H]1[C@H](NP(=O)(c1ccccc1)c1ccccc1)c1ccccc1 | -8.0%&-3.7% | -15.9% | 6.9% | nt | -11.6% | 0.0%&-1.2% | 2.3%&-1.9% | 3.3% | 12.7%
8 | O=c1ccc2cc(O[C@@H]3O[C@@H](CO)[C@H](O)[C@@H](O)[C@@H]3O)c(O)cc2o1 | nt | -10.1% | -11.7% | -2.3 | 11.4% | 12.4% | -0.9% | -1.0% | 65.6%[activator]
9 | CCC(C)n1c(O)c(C=NCc2cccnc2)c(=O)[nH]c1=S (centres undefined) | -2.8% | -4.7% | -9.3% | -26.4 | -0.2% | 1.8% | 0.9% | 0.1% | 24.2%
10 | CP(=O)(O)CN1CCCCC1 | -4.8% | -2.2% | -15.0% | 10.1 | 9.4% | 1.3% | 1.0% | 3.5% | ?
11 | O=C1NC(=O)N(Cc2ccccc2)C(=O)/C1=C\c1ccco1 | -19.8% | 20µM* | 28.2µM* | -19.5 | 25.1µM* | ? | ? | ? | ?
12 | O=P(O)(Oc1ccccc1)c1ccccc1 | nt | -15.7% | -9.3% | -9.0 | nt | nt | nt | -1.0% | 1.7%
13 | O=C(c1ccc(N2CC3CC(C2)c2cccc(=O)n2C3)c([N+](=O)[O-])c1)N1CCCCC1 (centres undefined) | -4.0% | -6.6% | -1.7% | -13.4 | 0.2% | -1.5% | 1.6% | 13.3% | 7.9%
14 | Cn1c(O)c(C=NCCCCCCCCCCC(=O)O)c(=O)n(C)c1=O | -0.2% | -0.8% | -2.9% | 6.5 | ? | 1.3% | -5.6% | -1.8% | -7.8%
15 | Cn1cc(C(=O)NC2CC2)c2ccccc21 | -4.8% | -8.9% | 7.8% | 10.1 | 31.7% | 4.4% | -1.6% | -1.5% | 75.8%[activator]
16 | CCOP(=O)(OCC)C(NC(=O)CN1C(=O)c2ccccc2S1(=O)=O)C(Cl)(Cl)Cl (centres undefined) | -3.1% | -4.2% | -7.5% | 3.9 | 53.8% | 18.8% | -10.6% | 9.2% | 110.3%[activator]
17 | C[C@H](CCC(=O)O)[C@H]1CC[C@@H]2[C@H]3CC[C@H]4C[C@@H](O)CC[C@@]4(C)[C@H]3CC[C@]21C | -7.7%[29.3 µM] | nt | -5.1%[12 µM] | nt | nt | ? | -5.4%[21.4 µM] | nt | nt
18 | Cc1ccc(CC(=O)N2CCN(C)CC2)cc1 | -3.4% | -4.5% | -4.8% | 0.6 | -12.5% | 26.3% | -6.5% | 4.6% | -10.4%
19 | COC(=O)C1=C(c2ccc(S(C)(=O)=O)cc2)C[C@@H]2CC[C@H]1N2C(=O)NCc1ccccc1 | nt | 2.5% | -5.7% | nt | nt | nt | nt | -3.3% | -9.3%
20 | CCOP(=O)(OCC)C(O)c1ccc(Br)cc1 (centres undefined) | -0.9% | -16.1% | -6.6% | -5.5 | 12.0% | 2.6% | 3.1% | i | 1.3%
21 | O=C(COc1ccc(Br)cc1)N1CCN(Cc2c[nH]c3ccccc23)CC1 | ? | -12.1% | -4.9% | nt | 0.2% | 0.0% | -1.3% | -11.9% | -20.7%
22 | CCCCCCCCc1[se]c2ccccc2c1I | -0.2%[110 µM] | nt | 0.2%[60.1 µM] | nt | nt | -1.7% | -0.3%[75.6 µM] | nt | nt
23 | c1ccc(C2CC2)c(OCC2=NCCN2)c1 | nt | -9.6% | -2.2%[60.1 µM] | 8.3 | 3.8%[57.1 µM] | 13.1%&-2.8%&6.1%&22.5%&-2.9% | -5.8%&2.9% | 2.0% | -2.0%
24 | CON(C)C(=O)Nc1ccc(Cl)cc1 | -18.4% | -10.2% | -10.2% | 7.6 | -13.3% | 3.4% | -3.4% | 10.4% | ?
25 | CC(C)OP(=O)(O)NC(=O)c1ccccc1 | -4.9% | -17.6% | -6.0% | -4.9 | 0.9% | -3.2% | 1.7% | -4.7% | 92.7%[activator]
26 | O=C(CN1CCCC1=O)N1CCOCC1 | 10.1% | -11.4% | -2.2% | 4.7 | 2.5% | -1.2% | -0.2% | -8.6% | 7.8%
27 | COc1ccc(NC(=O)CCS(=O)(=O)c2ccc3c(c2)oc(=O)n3C)cc1OC | -1.3%&-2.2% | -17.3%&-16.9% | 3.9% | 7.9&-9.8 | 2.2%&-0.4% | 0.5% | 1.6%&0.8% | -6.1%&-8.6% | 31.7%&22.7%[activator]
28 | CCOC(=O)c1ccc(NC(=O)c2cccn(Cc3ccccc3F)c2=O)cc1 | 6.3% | -6.6% | -1.6%[60.1 µM] | nt | 25.0% | nt | -4.7% | -1.5% | 11.4%
29 | CN(C)c1ccc(NC(=O)Oc2ccccc2)cc1 | -0.1% | -15.8% | -7.8% | 3.1 | 0.2% | -4.6% | -6.5% | -19.9% | 25.9%
30 | O=C1CN=C(c2ccccc2)c2cc(Cl)ccc2N1 | nt | -1.3% | 0.0% | nt | nt | 9.1% | nt | -2.2% | 0.6%
31 | Nc1c(Br)cc2c3c(cccc13)-c1ccccc1-2 | nt | -9.0% | -15.7% | 2.1 | nt | nt | nt | -14.4% | ?
32 | Cc1ccc(NC(=O)Cn2c(=O)oc3ccccc32)cc1C | 5.4%&-2.8% | -21.9%&-15.1% | -20.8% | 4.0&-2.6 | -23.0%&-16.9% | -8.6% | -0.6%&2.0% | -0.9% | 109.2%&21.2%[activator]
33 | CC(=O)O[C@H]1C[C@@H]2CC[C@@H]3[C@H](CC[C@@]4(C)[C@H]3C[C@H]([N+]3(C)CCCCC3)[C@@H]4OC(C)=O)[C@@]2(C)C[C@@H]1[N+]1(C)CCCCC1 | nt | 5.3% | -13.9%[60.1 µM] | nt | nt | 0.1% | nt | -1.7% | -15.8%
34 | C[C@H](NC[C@H](O)CP(=O)(O)CC1CCCCC1)c1ccc(Cl)c(Cl)c1 | 1.2% | nt | 2.7%&-10.2%[19.4 µM] | nt | nt | -3.2%&13.6% | 4.5% | nt | nt
35 | COC(=O)C1=C(c2ccccc2OCc2ccccc2)C[C@@H]2CC[C@H]1N2C(=O)NCc1ccccc1 | nt | -19.9% | -4.4% | nt | nt | -2.2% | nt | -8.3% | ?
36 | CCOP(=O)(C(NC(=O)c1ccccc1Cl)=C(Cl)Cl)c1ccccc1 (centres undefined) | -10.1% | 4.4% | -9.0% | -12.9 | 19.4% | 4.5% | -1.5% | -1.0% | 2.7%
37 | C[C@H](O)[C@H]1CC[C@H]2[C@@H]3CCC4=CC(=O)CC[C@]4(C)[C@H]3CC[C@]12C | -14.1% | -3.5% | 7.7% | nt | 19.6% | -4.9% | 2.8% | -1.9% | 14.1%
38 | C#C[C@]1(O)CCC2C3CCC4=C/C(=N/OCC(=O)NC(C)C(=O)NC(CCSC)C(=O)O)CC[C@]4(C)C3CC[C@@]21C (some centres undefined) | 4.3% | -10.0% | 12.4% | 8.7 | 12.9% | -4.7% | -2.0% | nt | -23.2%
39 | CC(=NCc1ccc2c(c1)OCO2)c1c(O)n(C)c(=O)n(C)c1=O | -4.6% | -11.1% | 6.0% | -9.9 | 1.6% | -1.0% | 1.0% | -2.1% | 13.2%
40 | CN1CCN(c2nccc3c2ncn3C)CC1 | -8.0% | -2.6% | -0.8% | 11.7 | 1.9% | -3.5% | -1.4% | 0.9% | ?
41 | N=C1c2ccccc2CN1NC(=O)C1CC1 | 3.0% | 2.4% | -2.0% | -10.4 | 6.0% | 0.0% | -0.7% | -0.3% | 10.7%
42 | CC(=O)OC1N=C(c2ccccc2)c2cc(C)ccc2NC1=O (centres undefined) | -22.3% | ? | 1.3% | -7.7 | 29.5% | 0.1% | 0.3% | -1.2% | -5.0%
43 | Cc1cccc(CN2CCCC(C(=O)c3ccc4c(c3)OCO4)C2)n1 (centres undefined) | -21.2% | -1.1% | -3.0% | -5.0 | 35.7% | 18.5% | 1.6% | 3.1% | -10.8%
44 | CCC1(CC(C)C)C(=O)NC(=S)NC1=O | nt | -17.4% | -1.7% | 2.4 | nt | nt | nt | i | 8.1%
45 | COC(=O)C1=C(c2ccc(-c3ccccc3)c(F)c2)C[C@@H]2CC[C@H]1N2C(=O)N1CCc2cc(OC)c(OC)cc2C1 | nt | -16.9% | ? | nt | nt | -11.2% | nt | i | -26.0%
46 | CCCN1CCc2cccc3c2C1Cc1ccc(O)c(O)c1-3 (centres undefined) | -11.0% | -7.5%[57.1 µM] | -1.0%[19.4 µM] | nt | -1.0%[57.1 µM] | -0.2%&-2.9% | nt | nt | ?
47 | Cc1cccc(-n2c(/C=C\c3cccc(Br)c3)nc3ccccc3c2=O)c1 | 9.6% | -8.8% | -8.7%[60.1 µM] | -2.8 | 7.1% | nt | -2.1% | 12.0% | 41.2%[activator]
48 | CCN(CC)S(=O)(=O)c1ccc(C)c(NCC(=O)Nc2ccc(C#N)c(Cl)c2)c1 | -6.3% | -19.5% | -19.3% | nt | 6.1% | -3.7% | -4.5% | -7.8% | -6.7%
